Source: PubChem BioAssay
S3 lipid droplet = qHTS Assay for Lipid Storage Modulators in Drosophila S3 Cells | Drosophila S3 cells, BODIPY lipid droplet fluorescence, 18-24 h; cells fed with added oleic acid | Potency in µM for hits, for the others lipid storage change, negative = inhibition, % at the top dose, mostly 46.1 µM | 0.64% of 320,000 active | AID 2685; active = well fitted inhibition curve with a large enough effect in the signal ratio, with a control signal flat, not every such curve was filed as active; inconclusive = small, poorly fitted or top-dose-only effect, or effect the other way, or a change in a side signal; the % refers to the signal ratio
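Drosophila S3 cells loaded with oleic acid (400 uM, as added) and compounds at several concentrations; lipid droplets imaged by 488-nm laser-scanning cytometry, 500–530 nm intensity and object ratio to cell channel. Percent activity normalized to 20 uM Triacsin C.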
S3 lipid droplet cell count max = second read-out of S3 lipid droplet, no call of its own (marks repeat the call); cell number change, %; measured here: cell count max response;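 cells counted by Cell Tracker Red CMTPX staining in the red channel; peak over a dose series mostly up to 46.1 µM; percent activity relative to internal control wells on each plate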
The depositor's hits bear a star; i = inactive; ? = inconclusive; · = not tested or not shown. % is set by controls: 0 for no effect and ±100 for the full control effect; potency is the fitted concentration of half-maximal effect. A portion of the library; the hit share may differ from the screen's.

SMILES	S3 lipid droplet	S3 lipid droplet cell count max
NC(=O)c1ccc(Oc2ccc(C(N)=O)cc2)cc1	10%	7
CCOc1cc(NC(=S)NCc2ccco2)c(OCC)cc1NC(=O)CC(C)C	8%	2
COc1cc2c(cc1NC(=O)C1CCCO1)oc1ccccc12 (configuration not stated)	?	·
Cc1ccc(-n2c(-c3cc(-c4ccco4)[nH]n3)n[nH]c2=S)c(Br)c1	18%	0
Cc1ccc(C(=O)NCCC(=O)N2CCC3(CC2)NCCc2[nH]cnc23)cc1	i	-3
COc1ccc(C(CNC(=O)CCOc2ccccc2)N(C)C)cc1 (configuration not stated)	?	·
CNC(=S)N1CCN(c2ccc(Cl)c(Cl)c2)CC1	?	·
CCN(CC)CCP(=O)(c1ccccc1)c1ccccc1	i	-29
CC(=O)Nc1nc(-c2ccc3c(c2)CCO3)cs1	i	·
S=C1NCCOCCOCCOCCNC(=S)NCCOCCOCCOCCN1	-1%	4
COc1ccc(-c2cc(C(=O)NCc3ccco3)c3ccccc3n2)c(OC)c1	i	-24
O=C(/C=C/c1ccc(F)cc1)NCCc1ccc2c(c1)OCCO2	5%	-11
COC(=O)c1ccc(CSc2nnnn2Cc2ccccc2)cc1	?	·
O=C1CC(c2ccccc2)Cc2nc(N3CCc4ccccc4C3)ncc21 (configuration not stated)	?	·
Cc1cc(NC(=O)CSc2nnc(C3CC3)n2N)c([N+](=O)[O-])cc1C	23%	·
CCOC(=O)N1CCC(N2Cc3cccc(C(=O)N4CCN(c5cccc(Cl)c5)CC4)c3C2=O)CC1	-2%	-8
CCN(CC)C1CC(=O)N(c2ccc(Br)cc2)C1=O (configuration not stated)	?	·
CC(C)(C)Nc1ncnc2sc(-c3ccccc3)cc12	-6%	1
CC(=O)Nc1ccc(S(=O)(=O)N2CCC(C(=O)NCCc3c[nH]c4ccccc34)CC2)cc1	?	·
O=C(Cn1cnc2c(oc3ccccc32)c1=O)c1ccccc1	?	·
CCOC(=O)c1cc2sccc2n1CC(=O)O	i	·
COc1ccc(/C=N/NC(=O)c2ccc(-c3ccccc3)cc2)cc1O	?	·
COc1ccc(OC2C(=O)N(Cc3ccc4c(c3)OCO4)C2c2cccs2)cc1 (configuration not stated)	-4%	·
CCOC(=O)N1CCN(C(=O)c2ccc3oc(CCCc4ccccc4)nc3c2)CC1	?	·
CCOc1ccc(OCC)c2sc(C)nc12	i	·
SMILES	S3 lipid droplet	S3 lipid droplet cell count max
O=C(c1ccc(F)cc1)N1CCCC(C(=O)N2CCCCC2)C1 (configuration not stated)	?	·
O=C(NC1CCCC1)C(c1ccc(F)cc1)N(Cc1ccccc1)C(=O)c1csnn1 (configuration not stated)	?	·
Cc1c(O)ccc2c(CN3CCN(Cc4ccccc4)CC3)cc(=O)oc12	?	·
COc1cc(C=O)ccc1OCc1cccc(Br)c1	10%	17
CCCn1c2ccccc2c2cnn(CC(=O)NC(C)CC)c(=O)c21 (configuration not stated)	22%	-9
CC(=O)NCC(=O)OC(C)C(=O)Nc1ccc(C(C)=O)cc1 (configuration not stated)	14%	9
O=C1OCc2cc(NS(=O)(=O)c3cccs3)ccc21	3%	-22
CCN1C(=O)CSc2ccc(C(=O)NCc3ccc(OC)cc3)cc21	?	·
CCN(CC)C(=O)c1ccc(N)cc1	?	·
CCC1CCc2sc(C(=O)OCC(=O)N(CCOC)c3c(N)n(Cc4ccccc4)c(=O)[nH]c3=O)cc2C1 (configuration not stated)	?	·
CC(=O)Oc1ccc(/C=c2\sc3ncnn3c2=O)cc1	i	-11
O=C(Nc1nnc(C2CCCO2)s1)c1ccc(Br)cc1 (configuration not stated)	?	·
COc1ccc2cc(OC)c(C(=O)N3CCOCC3)cc2c1	18%	4
Cn1c(SCC(=O)Nc2nc3ccccc3s2)nnc1-c1ccccc1	?	·
CCCCCNC(=O)Cn1c(=O)c2c(ncn2CC(C)C)n(Cc2ccccc2)c1=O	?	·
COc1cccc(CNC(=O)c2cc3c(C)nc4ccccc4c3o2)c1	?	·
Cc1cccc(NC(=O)c2ccc3c(c2)OCCO3)c1C	?	·
c1ccc(Nc2nc(N3CCOCC3)nc(N3CCOCC3)n2)cc1	i	·
CCOC(=O)c1c(C)[nH]c(C)c1S(=O)(=O)Nc1ccc(CN2CCCCC2)cc1	?	·
O=C(Oc1cccc(OC(=O)N2CCCCC2)c1)N1CCCCC1	-16%	15
CCCNC(=O)CN(c1ccc(F)cc1)S(=O)(=O)c1ccc2c(c1)OCCO2	?	·
COc1ccc(OC)c(S(=O)(=O)N2CCN(c3ccc(F)cc3)CC2)c1	i	·
COc1ccccc1NC(=O)CNC(=O)c1ccccc1	i	-4
CCSc1nnc(-c2ccc(OC)cc2)o1	?	·
Cc1sc2ncnc(SCC(=O)N(C(C)C)C(C)C)c2c1C	13%	12
SMILES	S3 lipid droplet	S3 lipid droplet cell count max
O=S(=O)([O-])CCC[N+]1(CC#Cc2ccccc2)CCCCC1	0%	7
O=[N+]([O-])c1ccc(/C=C2\CCC(C3=CCCC3)=C2N2CCOCC2)cc1	?	·
COC(=O)c1ccc(COc2ccc(C=O)cc2OC)o1	?	·
CC(=O)c1ccc(Nc2ccc(-c3ccccc3F)nn2)cc1	-22%	·
O=C(c1ccc([N+](=O)[O-])cc1[N+](=O)[O-])N1CCCC1	20%	5
COc1cc(OC)c(S(=O)(=O)Nc2ccc(C(=O)O)cc2)cc1S(=O)(=O)Nc1ccc(C(=O)O)cc1	?	·
CC(C)COCc1ccc(O)c2ncccc12	?	·
CN(C)S(=O)(=O)c1ccc(Cl)c(C(=O)Nc2ccc(S(=O)(=O)N3CCOCC3)cc2)c1	?	·
CC(=O)Nc1ccc(S(=O)(=O)NCCC(=O)Nc2ccc(C)c(Cl)c2)cc1	i	13
CN(C(=O)COc1ccccc1)c1nc(-c2ccc(F)cc2)cs1	?	·
Cc1occc1C(=O)N/N=C/c1cccs1	3%	-1
COc1ccccc1NC(=O)Cn1cnc2sc(C(=O)Nc3ccc(OC)c(OC)c3)c(C)c2c1=O	?	·
O=C(COc1ccc(F)cc1Br)N1CCN(c2ncccn2)CC1	-13%	19
CCOC(=O)N1CCN(C(=O)CSc2nc3c([nH]c4ccccc43)c(=O)n2CCOC)CC1	?	·
CCOC(=O)CSc1snnc1-c1ccccc1	?	·
O=c1[nH]c(-c2ccccc2)c(-c2ccccc2)nc1[N+](=O)[O-]	?	·
O=C(CCNS(=O)(=O)c1ccccc1C(F)(F)F)N1CCCCCCC1	?	·
Cc1ccc(S(=O)(=O)NCC(=O)OCC(=O)N2N=C(c3ccc(Cl)cc3)CC2c2ccco2)cc1C (configuration not stated)	18%	11
COc1ccc(/C=N/N2CCN(C3c4ccccc4-c4ccccc43)CC2)cc1OC	-6%	·
CCOc1ccc2nc(N3CCCC(C(=O)NCCCN4CCOCC4)C3)sc2c1 (configuration not stated)	17%	·
COc1cc(C)c(CNc2cc(C)cc(C)c2)cc1C	?	·
OC(CSc1ccccc1Cl)CN1CCN(c2ccccc2F)CC1 (configuration not stated)	i	3
CC(SCC(=O)Nc1ccc(S(=O)(=O)N2CCCCC2)cc1)C(=O)O (configuration not stated)	17%	7
CC(C)N1CCc2c(sc(NC(=O)c3cc(-c4cccs4)nc4ccccc34)c2C(N)=O)C1	?	·
C=CCn1nnnc1-c1cccc(Cl)c1	?	·

Sorted by molecular weight (rising): part of the list above.
SMILES	S3 lipid droplet	S3 lipid droplet cell count max
C=CCn1nnnc1-c1cccc(Cl)c1	?	·
CC(C)COCc1ccc(O)c2ncccc12	?	·
Cc1occc1C(=O)N/N=C/c1cccs1	3%	-1
CCOC(=O)CSc1snnc1-c1ccccc1	?	·
COC(=O)c1ccc(COc2ccc(C=O)cc2OC)o1	?	·
CC(=O)c1ccc(Nc2ccc(-c3ccccc3F)nn2)cc1	-22%	·
O=S(=O)([O-])CCC[N+]1(CC#Cc2ccccc2)CCCCC1	0%	7
O=[N+]([O-])c1ccc(/C=C2\CCC(C3=CCCC3)=C2N2CCOCC2)cc1	?	·
OC(CSc1ccccc1Cl)CN1CCN(c2ccccc2F)CC1 (configuration not stated)	i	3
O=C(CCNS(=O)(=O)c1ccccc1C(F)(F)F)N1CCCCCCC1	?	·
CC(=O)Nc1ccc(S(=O)(=O)NCCC(=O)Nc2ccc(C)c(Cl)c2)cc1	i	13
CCOc1ccc2nc(N3CCCC(C(=O)NCCCN4CCOCC4)C3)sc2c1 (configuration not stated)	17%	·
CCOC(=O)N1CCN(C(=O)CSc2nc3c([nH]c4ccccc43)c(=O)n2CCOC)CC1	?	·
CC(C)N1CCc2c(sc(NC(=O)c3cc(-c4cccs4)nc4ccccc34)c2C(N)=O)C1	?	·
CN(C)S(=O)(=O)c1ccc(Cl)c(C(=O)Nc2ccc(S(=O)(=O)N3CCOCC3)cc2)c1	?	·
COc1ccccc1NC(=O)Cn1cnc2sc(C(=O)Nc3ccc(OC)c(OC)c3)c(C)c2c1=O	?	·
Cc1ccc(S(=O)(=O)NCC(=O)OCC(=O)N2N=C(c3ccc(Cl)cc3)CC2c2ccco2)cc1C (configuration not stated)	18%	11
COc1cc(OC)c(S(=O)(=O)Nc2ccc(C(=O)O)cc2)cc1S(=O)(=O)Nc1ccc(C(=O)O)cc1	?	·

The list continues.
SMILES	S3 lipid droplet	S3 lipid droplet cell count max
Cc1cc(NC(=O)Cc2ccccc2)nc2c1c(=O)oc1ccccc12	?	·
COC(=O)c1sc(=S)sc1C(=O)OC	?	·
Cc1ccc(/C(O)=C/C(=O)C(=O)NC23CC4CC(CC(C4)C2)C3)cc1	-2%	13
O=C1Nc2ccccc2C12OCCS2 (configuration not stated)	?	·
c1ccc2c(c1)oc1c(N3CCOCC3)ncnc12	?	·
COc1ccc(N2CCN(C(=O)C(OC(C)=O)c3ccccc3)CC2)cc1 (configuration not stated)	i	-5
CCc1cc2c(=O)c(-c3nc4ccccc4n3C)c(CCCC(=O)O)oc2cc1OC(=O)C(C)(C)C	-14%	-1
CC(C)[C@H](NC(=O)NCCc1ccc(Cl)cc1)C(=O)O	-2%	0
CC12CCC(=O)N1C(C(=O)Nc1ccccc1N1CCOCC1)CS2 (configuration not stated)	-11%	12
Cn1nc(-c2ccccc2)c2ncc(C(F)(F)F)cc21	?	·
CCOC(=O)/C(C#N)=C\c1ccc(N2CCN(C)CC2)cc1	?	·
CCOc1cccc(NC(=O)C2CC(=O)N(C)C2)c1 (configuration not stated)	14%	-8
CN1CCCN(C(=O)C2CCCCC2)CC1	16%	4
O=C(NCc1ccc2c(c1)OCO2)c1ccccn1	-2%	-11
COc1ccc(F)cc1S(=O)(=O)n1nnc2ccccc21	-6%	-2
O=C(CC12CC3CC(CC(Br)(C3)C1)C2)NC1=NCCS1	?	·
O=C(CSc1nnnn1C1CCCC1)N1CCOCC1	-18%	0
Nc1nonc1C(=O)NCCNc1ccc([N+](=O)[O-])cc1	-3%	13
CC(C)c1c(O)cc(-c2ccncc2)n(-c2ccc(Cl)cc2)c1=O	18%	7
CCOc1ccc(CNC(=O)c2nnc(CS(=O)(=O)c3ccccc3)o2)cc1OC	?	·
CC(C(=O)Nc1ccccc1Oc1ccccc1)c1ccccc1 (configuration not stated)	?	·
O=c1c(-c2ccco2)[n+]([O-])c2ccccc2n1OCc1ccccc1	-8%	9
CC(C)c1csc(CN2CCCC(CCC(=O)NCc3ccccc3F)C2)n1 (configuration not stated)	20%	-4
CCCCNC(=O)C1CCCN(S(=O)(=O)c2ccc(-n3cnnn3)cc2)C1 (configuration not stated)	?	·
Cc1nn(Cc2ccccc2)c(=O)n1N(C)c1ncc(C(F)(F)F)cc1Cl	?	·
SMILES	S3 lipid droplet	S3 lipid droplet cell count max
CCCCOC(=O)Nc1cccc(C(=O)OCC)c1	-12%	-5
CN(c1ccc(C(=O)O)cc1)S(=O)(=O)c1ccc(Cl)cc1	?	·
CC(NC(=O)c1cc2c(s1)CCCC2)C(C)(C)C (configuration not stated)	i	·
Cc1cc(C)nc(Nc2ncc(O)n2-c2ccccc2)n1	?	·
O=C(Cn1c(COc2ccccc2)nc2ccccc21)Nc1cc(Cl)c(Cl)cc1Cl	?	·
CCn1cc(CN2CCC(C(=O)Nc3cccc(-c4cccc(F)c4)c3)CC2)cn1	26%	8
CCOC(=O)N1CCN(C(=O)COc2ccc([N+](=O)[O-])cc2)CC1	-4%	2
CCOC(=O)C(Cc1ccccc1)NC(=O)CCc1nnc2ccc(N3CCCCC3)nn12 (configuration not stated)	?	·
COc1ccc(-c2csc(-c3ccc(O)cc3)n2)cc1	?	·
COc1ccc(N(CC(=O)Nc2ccc3c(c2)OCO3)S(=O)(=O)c2ccccc2)cc1	-18%	2
Cc1ccc(-c2cc(-c3ccccc3C)[nH]n2)c(O)c1	?	·
COc1cccc(-c2nnc(NC(=O)c3ccc(Cl)s3)o2)c1	?	·
CCC(C)c1ccc(NC(=O)c2c([N+](=O)[O-])cnn2CC)cc1 (configuration not stated)	?	·
O=C(c1ccccc1)N1CCN(c2n[nH]c(=O)[nH]c2=O)CC1	?	·
Cc1cc(C)c(C(=O)Nc2ccc(S(=O)(=O)Nc3onc(C)c3C)cc2)c(C)c1	?	·
CCc1cc(=O)oc2cc(OCC(=O)NCc3ccccn3)ccc12	?	·
O=C(CCCCCNC(=O)N1CCn2c1nc1ccccc12)NCc1ccc(Cl)cc1	?	·
COc1ccc(CN2C(=O)c3cccnc3C2=O)cc1S(=O)(=O)N1CCCC(C)C1 (configuration not stated)	?	·
COCCn1c(N)c(C(=S)NC(=O)c2cccs2)c(=O)[nH]c1=O	-6%	11
Cc1cc(SCC(=O)Nc2ncc(Cl)cc2Cl)nc2ccccc12	-1%	19
COc1ccc(N2CCN(C(=O)c3ccc(Cn4c(=S)[nH]c5ccc(N6CCOCC6)cc5c4=O)cc3)CC2)cc1	-1%	3
CN(C)c1ccc(NC(=O)N2CCOCC2)cc1	5%	-11
